Screens (PubChem)
Runt-CBFb FRET: blocks binding of human RUNX1 Runt domain to CBFb. Cerulean-Runt/Venus-CBFb FRET ratio 530/480, 1 h. AID 1496. Q01196+Q13951. 220,000 compounds, 0.46% hits. inhibition, % at 20 µM;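 active means inhibition over about 50% at 20 µM in the single-dose screen, limit read from the data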;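 further: 0% = DMSO wells and 100% = excess unlabeled CBFb competitor control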
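Buffer or medium: Tris pH 7.5 buffer with BSA. Assay system: Cerulean-labeled Runt domain protein. Amount: each fluorescent fusion protein 100 nM. Read-out basis: loss of energy transfer signal. Incubation: 1 h compound exposure, room temperature. Probe or stimulus: Venus-CBFb binding partner, 100 nM. Detection: FRET, excitation 422 nm, emission at 530 and 480 nm.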
Hck-Nef inh: blocks Nef-activated human Hck kinase; P08631; Recombinant Hck-YEEI plus Nef, Z-Lyte FRET kinase assay; inhibition, % at 20 µM; 220,000 compounds, 0.68% hits; AID 463187;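 active means Hck-Nef kinase inhibition above about 50%, limit read from the data; inactive means inhibition below that limit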;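 further: 0% = DMSO with Hck plus Nef and 100% = Hck alone without Nef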
Tb hexokinase: T. brucei hexokinase 1 inhibition; AID 1430; 220,000 compounds, 0.11% hits; inhibition, % at 10 µM; recombinant TbHK1, G6PDH-coupled NADH A340;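 active means inhibition of 50% or more in the single-dose primary screen; inactive means inhibition below 50%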
EBV gp42 inh: EBV gp42 inhibition | inhibition, % (tested at 21.74 µM) | Q1HVG2 | 220,000 compounds, 0.42% hits | Fluorescence polarization binding assay, mP read-out; in the data active means inhibition above about 50%
Target sequence (Q1HVG2 whole entry, looked up): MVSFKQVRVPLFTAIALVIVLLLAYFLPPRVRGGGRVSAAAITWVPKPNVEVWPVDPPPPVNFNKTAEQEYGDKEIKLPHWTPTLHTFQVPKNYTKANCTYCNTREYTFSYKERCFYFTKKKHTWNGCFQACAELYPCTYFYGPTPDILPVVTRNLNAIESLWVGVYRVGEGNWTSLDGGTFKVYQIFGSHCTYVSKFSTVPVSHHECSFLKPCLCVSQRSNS
NCF1 inh: blocks human p47phox regulatory protein of NADPH oxidases | P14598 | p47phox/p22phox peptide binding, fluorescence polarization, 2 h | inhibition, % at 24.7 µM | 220,000 compounds, 0.53% hits;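 active means inhibition above about 30%, limit read from the data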;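 further: 0% = p47phox with labelled peptide and 100% = labelled peptide alone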
Target sequence (P14598 whole entry, looked up): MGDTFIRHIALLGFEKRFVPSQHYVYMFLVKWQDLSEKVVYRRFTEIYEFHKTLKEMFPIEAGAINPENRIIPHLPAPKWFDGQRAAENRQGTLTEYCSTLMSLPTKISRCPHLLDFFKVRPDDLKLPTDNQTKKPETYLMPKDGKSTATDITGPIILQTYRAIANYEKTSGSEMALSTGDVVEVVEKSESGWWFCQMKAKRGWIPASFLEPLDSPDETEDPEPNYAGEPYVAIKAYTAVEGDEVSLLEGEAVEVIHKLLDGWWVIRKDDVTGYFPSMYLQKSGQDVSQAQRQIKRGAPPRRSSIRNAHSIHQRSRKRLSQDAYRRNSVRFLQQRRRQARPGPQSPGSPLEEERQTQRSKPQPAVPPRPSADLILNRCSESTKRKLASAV
14-3-3 Bad inh: disrupts binding of bovine 14-3-3 zeta to phospho-Bad peptide | AID 781 | TR-FRET 14-3-3zeta/Dy647-pBad peptide displacement, 1 h | inhibition, % at 21.7 µM | 220,000 compounds, 0.71% hits;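 active means inhibition above about 70%, limit read from the data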;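 further: 0% = full 14-3-3 plus peptide FRET controls and 100% = background without 14-3-3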
Target sequence (P63103 whole entry, looked up): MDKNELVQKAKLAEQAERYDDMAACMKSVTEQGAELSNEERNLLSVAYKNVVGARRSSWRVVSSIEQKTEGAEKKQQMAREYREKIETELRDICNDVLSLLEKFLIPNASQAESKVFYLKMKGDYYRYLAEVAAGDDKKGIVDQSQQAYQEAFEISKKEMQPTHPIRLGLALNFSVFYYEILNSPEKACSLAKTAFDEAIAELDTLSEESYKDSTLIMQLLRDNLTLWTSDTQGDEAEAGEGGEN
L929 necroptosis: L929 zVAD cell death inhibition. 220,000 compounds, 0.38% hits. viability rescue, % at 10 µM. L929 zVAD necroptosis rescue, ATP luminescence, 24 h; with zVAD 60 µM;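 active means activation, scaled between plate controls, above about 75%, limit read from the data; inactive means activation under that limit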;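 further: 0% = zVAD with DMSO and 100% = DMSO alone without zVAD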
Runt-SMMHC FRET: blocks binding of human RUNX1 Runt domain to CBFb-SMMHC; 220,000 compounds, 0.74% hits; inhibition, % at 20 µM; Cerulean-Runt/Venus-CBFb-SMMHC FRET ratio 530/480, 1 h; Q01196+Q13951;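 active means mean inhibition across duplicate retests at 20 µM reaching about 50%, limit read from the data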;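 further: 0% = DMSO wells and 100% = wells with excess untagged CBFb-SMMHC; inhibitors lower the FRET ratio by blocking Runt binding to CBFb-SMMHC; some results filed as inactive read as strong as hits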
MDM2 E3 inh: blocks human Mdm2 ubiquitin ligase activity | cell-based MDM2 ubiquitination luciferase reporter, 2 h; 0 = plate control, 100 = twice control, blank-subtracted | 210,000 compounds, 0.11% hits | signal enhancement, % at 5 µM | Q00987;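 active means signal enhancement of 30% or more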;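 further: luminescence tracks abundance of the self-degrading MDM2-luciferase fusion protein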
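Timing – 2 h compound exposure at 37 °C · Assay system – mammalian cells stably expressing self-ubiquitinating, self-degrading MDM2 E3–luciferase fusion · Amount – 2000 cells seeded into each well · Measure – % luminescence enhancement versus blank-corrected plate control mean · Measured by – SteadyLite luminescence, 15 min reagent step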
Numbers without * were called inactive; x = not tested or not shown; [ ] = another dose, or the depositor's remark. Compounds were not picked by outcome. Share with any hit: about 3.2%.

SMILES	Runt-CBFb FRET	Hck-Nef inh	Tb hexokinase	EBV gp42 inh	NCF1 inh	14-3-3 Bad inh	L929 necroptosis	Runt-SMMHC FRET	MDM2 E3 inh
Clc1ccc(-c2cc(COc3ccccc3)on2)cc1	0.2	19.0	-2.2	-3.1	-167.7	-1.7	0.0	-2.9	-11.9
Cc1cccc(N2CCN(C(=S)Nc3ccc4nc5n(c(=O)c4c3)CCCCC5)CC2)c1C	-1.6	4.7	-9.9	8.5	6.8	-2.4	-0.4	-17.6	6.1
O=C1CC(c2ccccc2)n2nc(N3C(=O)CCC3=O)nc2N1 (configuration not stated)	1.5	-0.9	-6.0	-12.1	-19.9	-2.9	0.1	1.3	-3.0
COCCOC(=O)c1c(NC(=O)CN2CCCc3ccccc32)sc(C(N)=O)c1C	-5.9	2.8	-10.4	1.4	-17.4	-7.9[fluorescence artefact?]	-0.9	-5.1	-11.8
O=C(O)C1CC(O)CN1C(=O)c1ccco1 (configuration not stated)	0.1	1.8	2.4	3.1	7.1	x	-0.1	5.1	-13.1
CCOc1ccc(NC(=S)N(CC)Cc2ccccc2)cc1	2.4	5.9	-1.3	8.7	-12.1	-12.1	-0.9	1.0	3.5
O=C1CCCC/C1=C/Nc1ccc2c(c1)OCO2	3.7	-1.1	-33.5	-5.7	-10.7	8.8	1.0	1.3	-15.7
CCO/C=C1\N=C(c2ccc(F)cc2)OC1=O	0.3	2.7	-8.9	-16.3	-47.0	24.5[fluorescence artefact?]	0.6	-0.9	-1.1
Cn1c(=O)nc2n(Cc3ccccc3)c3cccc(Cl)c3cc-2c1=O	95.0*	2.7	-9.5	-24.8	-1.3	6.7[fluorescence artefact?]	0.3	59.6*	-8.3
Cc1ccc(NNC2CC(=O)N(c3cccc(Cl)c3)C2=O)cc1 (configuration not stated)	2.0	-4.6	-11.2	-11.1	-13.0	-14.4	-0.4	-2.9	0.3
CCOc1cc(CNc2ccc(N(C)C)cc2)cc(Br)c1OCC(=O)NC(C)(C)C	-0.4	0.5	-2.8	-2.2	3.1	-8.2	-0.2	-3.4	1.1
CCOc1ccc(CN2CCN(Cc3[nH]c4ccc(OC)cc4c3C)CC2CCO)cc1 (configuration not stated)	x	22.7	-2.7	-7.3	-5.9	-12.8	4.3	x	2.9
C/C(Cl)=C\Cn1c(N2CCCCCC2)nc2c1c(=O)n(C)c(=O)n2C	-3.2	1.4	-3.5	-13.0	-12.5	-0.7[fluorescence artefact?]	-0.3	0.9	x
CCOc1cc(-c2c(C)c(CC)nc(N)c2C#N)ccc1O	-0.1	5.4	-10.2	-1.3	0.9	13.1[fluorescence artefact?]	3.3	0.4	-1.8
COC(=O)[C@H]1[C@H]2C[C@@H]3c4[nH]c5cc(OC)ccc5c4CCN3C[C@H]2C[C@@H](OC(=O)c2ccc(N)cc2)[C@@H]1OC	-2.7	27.7	-23.5	12.3	6.0	5.2	-0.5	-12.7	x
CCCCn1c(SCC(=O)NCCc2ccc(OC)c(OC)c2)nc2c1c(=O)n(C)c(=O)n2C	-1.3	1.2	-3.9	-9.3	-3.1	-11.5	-0.5	-1.5	-0.2
CC1(C)CC(=O)C2=C(C1)Nc1[nH]c(=S)[nH]c(=O)c1C2c1ccccc1 (configuration not stated)	50.2*	0.0	-13.5	1.7	6.6	42.2	4.0	59.1*	-7.2
CN(CC(=O)Nc1sccc1C#N)Cc1ccccc1	-3.2	5.7	-0.8	-10.7	-12.9	8.7	1.1	-0.8	-1.9
CCOC(=O)c1nc(NCc2cccnc2)c2ccccc2n1	0.5	-1.5	-13.5	-9.6	-19.8	3.5	0.3	3.7	-5.9
CCOC(=O)C1C(c2ccc(O)c(O)c2)NC(=S)NC1(O)C(F)(F)F (configuration not stated)	6.7	2.8	41.1	-11.5	-9.9	-18.4	1.4	2.3	-9.6

Exported with values under each structure: 6 of the compounds above.
Every second line gives: Runt-CBFb FRET, Hck-Nef inh, Tb hexokinase, EBV gp42 inh, NCF1 inh, 14-3-3 Bad inh, L929 necroptosis, Runt-SMMHC FRET, MDM2 E3 inh
> CCOc1cc(CNc2ccc(N(C)C)cc2)cc(Br)c1OCC(=O)NC(C)(C)C
→ -0.4, 0.5, -2.8, -2.2, 3.1, -8.2, -0.2, -3.4, 1.1
> CCOc1ccc(CN2CCN(Cc3[nH]c4ccc(OC)cc4c3C)CC2CCO)cc1 (configuration not stated)
→ x, 22.7, -2.7, -7.3, -5.9, -12.8, 4.3, x, 2.9
> C/C(Cl)=C\Cn1c(N2CCCCCC2)nc2c1c(=O)n(C)c(=O)n2C
→ -3.2, 1.4, -3.5, -13.0, -12.5, -0.7[fluorescence artefact?], -0.3, 0.9, x
> CCOc1cc(-c2c(C)c(CC)nc(N)c2C#N)ccc1O
→ -0.1, 5.4, -10.2, -1.3, 0.9, 13.1[fluorescence artefact?], 3.3, 0.4, -1.8
> COC(=O)[C@H]1[C@H]2C[C@@H]3c4[nH]c5cc(OC)ccc5c4CCN3C[C@H]2C[C@@H](OC(=O)c2ccc(N)cc2)[C@@H]1OC
→ -2.7, 27.7, -23.5, 12.3, 6.0, 5.2, -0.5, -12.7, x
> CCCCn1c(SCC(=O)NCCc2ccc(OC)c(OC)c2)nc2c1c(=O)n(C)c(=O)n2C
→ -1.3, 1.2, -3.9, -9.3, -3.1, -11.5, -0.5, -1.5, -0.2

Remaining list, next part
SMILES	Runt-CBFb FRET	Hck-Nef inh	Tb hexokinase	EBV gp42 inh	NCF1 inh	14-3-3 Bad inh	L929 necroptosis	Runt-SMMHC FRET	MDM2 E3 inh
O=C(CSc1n[nH]c(=O)[nH]c1=O)c1ccccc1	3.1	0.7	-1.9	-22.8	-5.4	13.2	-0.2	-4.1	-5.6
COc1ccc(C(=O)Nc2ccc(OC)c(OC)c2)cc1	1.0	-0.2	2.0	1.8	-8.9	1.8	0.2	3.1	-10.5
C=CCn1c(CCNC(=O)c2cccs2)nnc1SCC(=O)Nc1cccc(C(C)=O)c1	1.1	7.0	2.2	-27.1	-16.6	-4.0	1.8	3.0	3.5
CCOC(=O)/C=C/C(=O)NNC(=O)c1ccccc1Cl	0.2	-3.1	-8.1	-12.9	-7.7	-14.2	-1.9	2.1	-8.7
COc1ccc(COC(=O)N/N=C(\C)CC(=O)NCc2ccc(Cl)cc2)cc1	-1.2	23.4	3.4	-4.9	-8.6	-20.2	1.4	3.1	-12.2
O=C(COC(=O)/C=C/c1ccccc1[N+](=O)[O-])Nc1ccc(OC(F)F)cc1	-2.1	7.7	1.0	-11.6	-9.3	4.0[fluorescence artefact?]	0.9	-4.6	4.3
CCOc1ccccc1-c1nc2c([nH]1)c(=O)n(C)c(=O)n2C	4.3	0.0	-23.1	-7.7	-1.2	-8.9	1.6	2.0	-17.0
Cc1ccc(NC(=O)c2cc(N(C)C)ccc2[P+](=O)O)cc1	0.3	0.8	1.2	-17.3	-1.4	-8.9	1.7	4.8	-20.5
COc1cc(NC(=O)C2CC(=O)NC3=C2C(=O)CCC3)c(OC)cc1Cl (configuration not stated)	-0.7	1.5	-3.6	0.1	-7.2	1.1	0.8	-4.1	-7.4
Cc1ccc(S(=O)(=O)N2CCN(CC(=O)N/N=C/c3ccco3)CC2)cc1	-1.0	1.9	-1.3	-12.4	-5.6	-2.6	-0.2	5.7	x
COCCCN(C(=S)Nc1c(C)cc(C)cc1C)C(C)c1ccccn1 (configuration not stated)	13.9	3.6	-1.4	-3.7	-10.4	-5.0	-0.6	14.7	1.0
COc1cc(NC(=O)C2CC(c3cccc(OC)c3OC)=NO2)cc(OC)c1OC (configuration not stated)	1.8	1.8	-6.4	-11.3	-8.0	3.0	1.0	0.0	-6.9
Cn1c(N)c(C(=O)COC(=O)c2cncc(Br)c2)c(=O)n(C)c1=O	-0.9	19.1	-3.1	-0.2	-11.2	10.6	1.1	-10.1	-5.3
Cc1ccc(C)c(OCC(=O)NCCN(C)C)c1	1.5	-1.1	-6.6	-12.0	-7.2	20.5	0.6	2.1	10.4
O=C(NC1CC1)C1CCN(C2CCN(C(=O)/C=C/c3cccs3)CC2)CC1	2.6	15.7	-13.0	-18.1	-26.5	-4.9	-1.3	4.9	-48.5
CCCCN(CC)CCCNC(=O)c1cc2cc3ccc(OC)cc3nc2o1	-2.6	2.7	-43.8	x	x	x	0.5	-1.5	-22.0
O=C(NN=C1C2CC3CC1CC(Cl)(C3)C2)c1cccs1	0.7	18.8	7.4	2.3	-11.2	5.2	4.0	-1.3	-8.2
N#Cc1c(-c2ccccc2Cl)cc(C2CC2)nc1N	-2.7	0.8	4.3	-20.5	-14.4	14.2[fluorescence artefact?]	0.1	3.5	5.0
O=C(CCN1C(=O)c2cccc3cccc(c23)C1=O)NCC1CCCO1 (configuration not stated)	1.9	18.9	-38.9	-10.9	-11.4	0.1	-0.1	-1.8	x
Cn1c(Cl)c(/C=N/OC(=O)c2ccc(Cl)cc2)c2ccccc21	1.6	-0.4	-1.9	-4.2	-19.1	2.2	0.7	-1.7	-6.7
Cc1ccc(C(=O)C2=C(O)C(=O)N(CCCN3CCOCC3)C23C(=O)N(C)c2ccccc23)o1 (configuration not stated)	0.9	2.1	-11.0	-23.2	-15.9	-8.0	0.3	4.3	-8.6
COC(=O)c1cc(OC)c(OC)cc1NC(=S)N1CCCC(CO)C1 (configuration not stated)	1.2	-1.6	-10.3	6.2	-10.9	4.5	-0.3	0.7	-7.0
COc1ccc(C2Nc3ccc4ccccc4c3-c3c2c(=O)oc2ccccc32)cc1 (configuration not stated)	4.3	15.7	-15.8	-3.4	-5.8	-2.7	-1.5	-4.8	-34.2
COCc1cc(C)nc(Nc2ccc(C)c(C)c2)c1C#N	-3.5	-0.1	-4.1	-8.4	-11.1	2.6	4.9	0.0	5.5
Nc1nc(NCc2ccccc2)nc(NCCO)c1[N+](=O)[O-]	0.2	30.4	-60.1	-10.9	-10.4	4.3	1.1	2.1	-15.9
O=C(CCCCn1c(=S)[nH]c2ccsc2c1=O)NCc1ccc2c(c1)OCO2	11.1	19.2	-16.1	36.4	-4.2	-12.7	0.9	15.3	-36.0
CCN(CC)c1ccc(N/C(N)=N/c2nc(C(F)(F)F)cc(=O)[nH]2)cc1	0.0	32.8	-1.5	-20.6	-20.8	-10.5	91.2*	4.0	-5.8
CC(=O)Nc1ccccc1NS(=O)(=O)c1ccccc1[N+](=O)[O-]	2.6	15.6	-4.4	1.5	-3.6	3.2	4.8	-4.4	-3.1
Cn1nc(-c2ccccc2)c(-c2nc(-c3cccc(Cl)c3)no2)c1Cl	-1.5	-11.5	14.5	-18.4	-16.1	x	0.2	0.0	-5.3
Fc1ccccc1CSc1nnc(-c2cccnc2)o1	-0.6	24.1	-1.7	1.4	-11.9	-4.3	-0.2	-1.8	-8.7
Cc1cccnc1NC(=O)C12CCC(C)(C(=O)O1)C2(C)C (configuration not stated)	0.0	-1.2	7.2	-16.1	-10.4	-7.7	0.1	-4.1	0.2
CCc1ccc2c(CSc3nnnn3C)cc(=O)oc2c1	-1.1	-5.5	-15.5	-11.9	-5.4	15.8	0.0	-4.0	-5.6
Cc1c(NC(=O)CN2C(=O)NC(CCc3ccccc3)C2=O)c(=O)n(-c2ccccc2)n1C (configuration not stated)	0.3	-7.3	2.7	-14.6	-6.3	1.9	0.3	2.3	-0.6
CCCCCC(=O)c1ccc(O)cc1O	-0.9	19.5	-11.4	-10.2	-7.5	-8.5	1.6	2.3	-2.7
